Bioassay records as filed in PubChem BioAssay.
PI4K2A block: PI4K2A (human) kinase inhibition. Q9BTU6. activity change, negative = inhibition, % at 76.9 µM. 420,000 tested, 0.13% active. purified PI4K2A, ADP-Glo luminescence, 1 h; hits give low values; in the data active = activity change below about -50%; inconclusive = mostly about -30% to -49%;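 also: -100% = wells without enzyme as full effect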
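PI4K2A activity was measured by ADP-Glo luminescence: enzyme (4 ug/mL stock) and phosphatidylinositol (1.2 mM stock) in Tris pH 7.5/MgCl2/EGTA/Triton X-100 buffer were reacted with ATP (300 microM stock) for one hour at ambient temperature.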
Pin1 inh: inhibitors of human Pin1; Q13526; Pin1 FP peptide displacement, HiFluor488, 10 min; Potency, µM (top dose mostly 115 µM), for the others: top-dose activity, negative = inhibition, most hits filed as inhibitors; 390,000 tested, 0.009% active; AID 504891; active = well fitted inhibition curve with a large enough effect in the polarisation, with a control signal flat, not every such curve was filed as active; inconclusive = small, poorly fitted or top-dose-only effect, or effect the other way, or a change in a side signal; inactive = no such curve, though single readings can be large or run the other way; the % refers to the polarisation; also: potency is read from the fitted curve at half-maximal effect; % is scaled to controls: 0 for no effect and ±100 for the full control effect
Target sequence (Q13526 whole entry, looked up): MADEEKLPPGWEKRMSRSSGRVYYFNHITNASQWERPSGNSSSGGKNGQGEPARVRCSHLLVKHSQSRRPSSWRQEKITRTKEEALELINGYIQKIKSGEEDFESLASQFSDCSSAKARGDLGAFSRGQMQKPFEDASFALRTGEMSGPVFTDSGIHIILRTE
JMJD2A Tudor: blocks the human JMJD2A Tudor domain | Potency, µM (top dose mostly 114 µM), inactives show top-dose activity change, negative = inhibition, most hits filed as inhibitors | 390,000 tested, 4.4% active | AlphaScreen JMJD2A-Tudor / H3K4me3 peptide binding | O75164; also: potency is read from the fitted curve at half-maximal effect; % is scaled to controls: 0 for no effect and ±100 for the full control effect; nearly all actives have a fitted effect of over 50% in size
BAZ2B inh: inhibitors of human BAZ2B bromodomain | Q9UIF8 | AlphaScreen BAZ2B-H3K14Ac peptide displacement | Potency, µM (series often up to 114 µM), without a hit: at the highest dose activity change, negative = inhibition, actives largely listed as inhibitors | 360,000 tested, 4.4% active | AID 504333; also: potency is read from the fitted curve at half-maximal effect; % is scaled to controls: 0 for no effect and ±100 for the full control effect; nearly all actives have a fitted effect of over 60% in size
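Compounds, titrated to a top concentration of 110 uM, were incubated 30 min at room temperature with preformed BAZ2B/acetyl-K14 H3 peptide complex (50 nM each). Proximity signal was measured by AlphaScreen after 20 min with beads.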
PGK inhibitor: T. brucei PGK inhibition | P07378 | PGK/GAPDH coupled, Kinase-Glo luminescence, 60 min | Potency, µM (top dose mostly 57.5 µM), for inactives: at the highest dose activity change, negative = inhibition, hits mostly inhibitors | 380,000 tested, 0.043% active | AID 602233; also: potency is read from the fitted curve at half-maximal effect; % is scaled to controls: 0 for no effect and ±100 for the full control effect; nearly all actives have a fitted effect of over 60% in size
Target sequence (P07378 whole entry, looked up): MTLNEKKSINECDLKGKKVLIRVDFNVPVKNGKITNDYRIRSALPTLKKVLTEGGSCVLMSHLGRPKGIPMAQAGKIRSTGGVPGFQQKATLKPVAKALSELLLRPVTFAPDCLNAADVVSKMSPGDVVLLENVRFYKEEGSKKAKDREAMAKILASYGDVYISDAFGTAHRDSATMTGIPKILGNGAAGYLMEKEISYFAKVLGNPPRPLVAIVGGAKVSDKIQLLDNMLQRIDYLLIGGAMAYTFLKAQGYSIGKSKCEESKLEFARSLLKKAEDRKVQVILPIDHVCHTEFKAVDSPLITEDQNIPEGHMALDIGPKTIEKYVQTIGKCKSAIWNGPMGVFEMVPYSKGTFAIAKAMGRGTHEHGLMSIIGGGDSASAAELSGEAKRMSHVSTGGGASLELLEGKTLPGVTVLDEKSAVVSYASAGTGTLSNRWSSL
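Recombinant glycosomal PGK reaction used 1,3-bisphosphoglycerate generated in-well by GAPDH (100nM final) in 100mM TEA pH 7.6, 5mM MgCl2, 0.01% Tween-20. After 60 minutes at room temperature, ATP was read by Kinase-Glo Plus luminescence end-point.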
HP1b chromo inh: inhibitors of HP1-beta chromodomain binding to methylated histone tails; P83916; AlphaScreen HP1-beta / biotin-H3K9me3 peptide binding; Potency, µM (highest dose often 114 µM), for inactives: top-dose activity change, negative = inhibition, most hits filed as inhibitors; 390,000 tested, 0.56% active; also: potency is read from the fitted curve at half-maximal effect; nearly all actives have a fitted effect of over 70% in size; inactives centre near 23
Target sequence (P83916 whole entry, looked up): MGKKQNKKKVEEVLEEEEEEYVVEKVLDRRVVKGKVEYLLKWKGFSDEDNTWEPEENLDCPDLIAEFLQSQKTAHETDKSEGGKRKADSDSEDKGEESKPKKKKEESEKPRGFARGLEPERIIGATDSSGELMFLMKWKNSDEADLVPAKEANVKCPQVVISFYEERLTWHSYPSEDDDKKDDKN
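AlphaScreen: HP1-beta (50 nM) preformed 30 min with biotin-H3(1-18)K9me3 peptide (50 nM) in PBS pH 7.4, 0.01% Tween-20. Compound added for 30 min at RT, then streptavidin donor/nickel chelate acceptor beads (10 ug/mL) for 30 min.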
GLS inh: glutaminase GLS (human) inhibition; O94925; GLS enzymatic activity, qHTS titration; Potency, µM (highest dose often 45.5 µM), for the others: top-dose activity change, negative = inhibition, most hits filed as inhibitors; 410,000 tested, 0.21% active; AID 624170; also: potency is read from the fitted curve at half-maximal effect; % is scaled to controls: 0 for no effect and ±100 for the full control effect
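hKGA in 45 mM KH2PO4 pH 8.2, 0.02% Tween-20 with pin-transferred compounds; 1 mM L-glutamine (stock) plus glutamate oxidase/HRP/Amplex Red coupling added. Fluorescence read initially and after 30 min at RT.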
ERG-DNA inh: blocks human ERG Ets domain binding to DNA; Potency, µM (titrated, usually from 76.9 µM), for the others: at the highest dose FP activity, negative = inhibition, actives largely listed as inhibitors; 370,000 tested, 0.028% active; P11308; fluorescence polarization, His-ERG Ets domain / labelled DNA; AID 624246; active = well fitted inhibition curve with a large enough effect in the polarisation, with a control signal flat; inconclusive = small, poorly fitted or top-dose-only effect, or effect the other way, or a change in a side signal; inactive = no such curve, though single readings can be large or run the other way; the % refers to the polarisation;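 also: polarization taken with two DNA probes labelled with fluorescein and Texas red; potency is read from the fitted curve at half-maximal effect; % of control where 0% means no effect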
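His-tagged ERG Ets domain (1 uM in the protein solution; 300mM KCl, 50mM Tris-HCl, 1mM EDTA, 1mM DTT, pH 7.5) received compound, then a probe mix of 5 nM fluorescein-DNA and 100nM Texas-615-DNA. Fluorescence polarization was read for both dyes.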
G9a block: G9a (human) methyltransferase inhibition. Q96KQ7. Potency, µM (series often up to 102 µM), for inactives: at the top dose activity, negative = inhibition, usual class: inhibitors. 350,000 tested, 8.8% active. G9a H3K9 monomethylation, AlphaScreen, 2 h; also: potency is read from the fitted curve at half-maximal effect; % is scaled to controls: 0 for no effect and ±100 for the full control effect; nearly all actives have a fitted effect of over 75% in size
Target sequence (Q96KQ7 913-1193 limits assumed): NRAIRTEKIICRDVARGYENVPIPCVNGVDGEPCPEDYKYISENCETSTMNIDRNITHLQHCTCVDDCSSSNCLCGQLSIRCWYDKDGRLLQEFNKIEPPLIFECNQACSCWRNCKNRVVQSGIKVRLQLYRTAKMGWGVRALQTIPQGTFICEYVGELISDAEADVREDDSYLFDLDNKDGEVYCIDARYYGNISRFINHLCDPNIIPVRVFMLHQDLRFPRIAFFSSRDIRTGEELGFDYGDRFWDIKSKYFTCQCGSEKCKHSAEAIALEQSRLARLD
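Compounds were preincubated with 20 nM G9a for 15 min, after which biotinylated H3K9 peptide (500 nM) and SAM (20 uM) started a 2 h room-temperature reaction. Monomethylated product was quantified by antibody-based AlphaScreen chemiluminescence.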
* marks the source's active call; other numbers are inactive results; i = inactive; u = inconclusive; x = not tested or not shown; [ ] = another dose, or the depositor's remark. Unless noted, calls follow the shape of the dose curve; as a rule, active = well fitted curve in the direction sought with a large enough effect; inconclusive = small, poorly fitted or top-dose-only effect, or another doubt; inactive = no such curve, though single readings can be large; an effect the other way counts as inactive or inconclusive.

SMILES	PI4K2A block	Pin1 inh	JMJD2A Tudor	BAZ2B inh	PGK inhibitor	HP1b chromo inh	GLS inh	ERG-DNA inh	G9a block
O=C(c1ccc2c(c1)OCO2)c1cn(Cc2ccc(Cl)cc2)c2ccc(F)cc2c1=O	-3	14%	-26%	-24%	12%	15%	1%	-6%	-5%[59 µM]
CN(CCO)c1cc(N2CCN(C(=O)c3ccco3)CC2)c2nonc2c1[N+](=O)[O-]	-2	3%	-9%	-27%	4%	26%	0%	-4%	15%[59 µM]
CCN(CCNC(=O)C1CCCN(S(=O)(=O)c2cnc[nH]2)C1)c1ccccc1 (stereo unspecified)	1	-6%	-16%	10%	-9%	33%	58%[activator]	-3%	u
O=C(CC(c1ccccc1O)N1CCCCC1)N1CCCCC1 (stereo unspecified)	4	4%	15%	5%	-2%	14%	x	-3%	-1%[59 µM]
CCCCCC(=O)c1c(C)[nH]c(C(=O)OCC)c1C	-2	5%	-28%	-35%	-6%	5%	-2%	8%	-11%
CC1=CC(=O)C(C(C)=Nc2ccccc2Cl)C(=O)O1 (stereo unspecified)	-5	-18%	u	1%	-6%	-12%	0%	-5%	50µM*
COc1ccccc1CN1CC(C(=O)N(C)CCc2nc3ccc(F)cc3[nH]2)CCC1=O (stereo unspecified)	-3	-11%	-24%	-13%	-4%	26%	1%	-3%	-5%
Cc1ccc(OCC(=O)N(Cc2ccco2)Cc2ccco2)cc1	0	-8%	-34%	-30%	-2%	-7%	2%	-3%	-32%[59 µM]
CCN(CCCNC(=O)C1CCC(=O)N1C1CCCC1)c1cccc(C)c1 (stereo unspecified)	-2	-12%	-33%	-33%	-5%	-1%	35%[activator]	0%	6%[0.501 µM]
O=C1Nc2ccc(F)cc2C12Nc1ccccc1-c1nnc(SCc3ccccc3)nc1O2 (stereo unspecified)	-2	5%	u	u	x	u	4%	x	-11%[0.0925 µM]
O=C(Nc1cc(S(=O)(=O)N2CCCC2)ccc1OCC(F)(F)F)c1ccccc1F	0	11%	1%	-2%	1%	50%[activator]	-1%	-9%	-12%[59 µM]
O=C(Nc1ccc(F)cc1)c1csc2c1CCCCC2	-3	2%	1%	1%	-7%	30%	-10%	4%	u
O=S(=O)(/N=C(/Nc1ccccc1)C(F)(F)F)c1ccccc1	-2	-2%	-21%	7%	i	20%	10%	x	-15%[59 µM]
CN(C(=O)c1cccc(NC(=O)Cc2ccc(NC(=O)C3CCN(C(=O)C4CCCCC4)CC3)cc2)c1)C1CCC1	0	0%	-4%	x	-2%	56%[activator]	3%	7%	x
Cc1cc(-c2ccc(Cl)cc2Cl)c(C#N)c(=O)[nH]1	0	-4%	-24%[11.4 µM]	1%	i	6%	2%	7%	x
COc1ccc(N2C(=O)C3CCCN3C2=O)cc1 (stereo unspecified)	-1	-4%	-7%[57.1 µM]	4%	-7%	28%	14%	0%	u
COc1cc2c(cc1NC(=O)COC(=O)c1ccc(C(C)(C)C)cc1)oc1ccccc12	2	5%	-7%	10%	-8%	20%	-7%	5%	10%
O=C(NCc1cccc(Cl)c1)c1ccc2c(Cl)c3c(nc2c1)CCCC3	-24	17%	-17%	-10%	-5%	12%	0%	3%	-3%[59 µM]
CCOC(=O)C1=C(C)OC2(O)c3ccccc3C(=O)C12O (stereo unspecified)	-52*	x	-7%	-1%	-9%	36%	18%	-1%	u
Cc1ccc(-c2cc3c(n2-c2ccc(F)cc2)CC(C)(C)CC3=O)cc1	0	-7%	-24%	-25%	1%	-8%	2%	5%	-31%[59 µM]
O=C(CN1CCOc2ccccc21)N1CCC(Cc2ccccc2)CC1	-2	2%	u	x	-6%	-8%	0%	10%	x
Cc1c(OC(C)C(=O)NCCCN2CCOCC2)ccc2c3c(c(=O)oc12)CCC3 (stereo unspecified)	-9	3%	-12%	0%	-6%	43%[activator]	-1%	7%	16%
Clc1ccc2oc(-c3cccnc3NCc3ccccc3)nc2c1	-1	0%	293%[activator]	280%[activator]	3%	x	-1%	-19%	476%[activator][59 µM]
COc1cc2cc(Oc3ccc4ccc(=O)oc4c3)c(=O)oc2cc1O[C@@H]1O[C@H](CO)[C@@H](O)[C@H](O)[C@H]1O	-8	u	-27%	x	-24%	14%	18µM*	0%	x

Reprinted from the listing, three compounds:
SMILES	PI4K2A block	Pin1 inh	JMJD2A Tudor	BAZ2B inh	PGK inhibitor	HP1b chromo inh	GLS inh	ERG-DNA inh	G9a block
O=C(c1ccc2c(c1)OCO2)c1cn(Cc2ccc(Cl)cc2)c2ccc(F)cc2c1=O	-3	14%	-26%	-24%	12%	15%	1%	-6%	-5%[59 µM]
CN(CCO)c1cc(N2CCN(C(=O)c3ccco3)CC2)c2nonc2c1[N+](=O)[O-]	-2	3%	-9%	-27%	4%	26%	0%	-4%	15%[59 µM]
CCN(CCNC(=O)C1CCCN(S(=O)(=O)c2cnc[nH]2)C1)c1ccccc1 (stereo unspecified)	1	-6%	-16%	10%	-9%	33%	58%[activator]	-3%	u

Remaining list, next part:
SMILES	PI4K2A block	Pin1 inh	JMJD2A Tudor	BAZ2B inh	PGK inhibitor	HP1b chromo inh	GLS inh	ERG-DNA inh	G9a block
Cc1cccc(OCC(=O)N(Cc2ccc(N(C)C)cc2)Cc2ccco2)c1C	1	u	22µM*	10µM*	x	u	7%	1%	14µM*
CC(C)C[C@H](NC(=O)c1nc[nH]c1C(=O)NC1CCN(C(=O)OC(C)(C)C)CC1)C(=O)OCc1ccccc1	-4	1%	-32%	-13%	-5%	20%	4%	1%	16%[12.7 µM]
Cc1ccccc1NC(=O)CN1C(=O)COc2ccc(Cl)cc21	-4	-3%	u	u	-8%	20%	5%	2%	23%
CCOc1ccc(CSC(=N)N)cc1[N+](=O)[O-]	0	7%	-3%	-7%	1%	27%	3%	5%	u
C/C(=N\NC(=O)c1ccccc1)c1ccc(N2CCCCC2)cc1	1	-4%	-14%	4%	13%	23%	13%	-5%	8%[59 µM]
COc1ccc(C2c3[nH]c4ccccc4c3C[C@H]3C(=O)N(c4ccccc4C(=O)NCCN4CCOCC4)C(=O)N23)cc1 (stereo partly specified)	-6	-5%	-24%	-31%	-3%	-8%	2%	2%	x
COC(=O)c1ccccc1NC(=S)N1CCC(N2CCCCC2)CC1	-3	4%	-8%	x	-13%	9%	8%	-9%	u
CCC(OC(=O)c1nsc(Cl)c1Cl)C(=O)NCC1CCCO1 (stereo unspecified)	-1	-3%	-6%	5%	-2%	19%	-9%	4%	17%
CCCn1c2ccccc2c2cnn(CC(=O)NCCCN(CC)c3ccccc3)c(=O)c21	2	26%	u	-38%	i	-30%	5%	-1%	u
CCCSc1nc(C)cc(C)c1S(C)(=O)=O	2	-1%	-3%	-1%	i	40%[activator]	-7%	8%	10%
O=C(CNC(=O)c1ccccc1)OC1CCCCC1	-19	4%	6%	4%	4%	34%	11%	-4%	3%
Cc1ccc(C)c(N2CCN(C(=O)CCC(=O)N3CCOc4ccc(Cl)cc43)CC2)c1	3	4%	-20%	-35%	i	16%	2%	-6%	4%
COc1cc(-c2c(C#N)c(=O)[nH]c3c2c(C)nn3-c2ccccc2)ccc1O	-2	-4%	-13%	-3%	-15%	6%	-7%	4%	-13%
Cc1ccc(CS(=O)Cc2ccc(C(=O)NCC(C)c3ccccc3)o2)cc1 (stereo unspecified)	-3	-10%	-10%	-2%	0%	76%[activator]	3%	-16%	-10%
c1ccc(Cn2nnc3c(N4CCc5ccccc5C4)ncnc32)cc1	0	1%	40%[activator]	2%	-9%	59%[activator]	-9%	-1%	x
O=[N+]([O-])c1ccccc1S(=O)(=O)NC1CCCC1	0	5%	-6%	0%	-4%	21%	-6%	1%	6%
Cc1ccccc1NC(=O)c1ccc(Nc2c([N+](=O)[O-])cc([N+](=O)[O-])c3ccccc23)cc1	-6	25%	u	u	-5%	u	2%	2%	7.9µM*
CC(=O)NCC(=O)OCC(=O)Nc1ccc(C(C)=O)cc1	-4	9%	-6%	u	-7%	46%[activator]	-7%	-7%	-4%[59 µM]
Cc1ccc(Oc2c(C)nc(-c3ccccc3)[nH]c2=O)cc1	0	3%	-4%	6%	-6%	21%	-7%	-20%	19%
COc1ccc(C(=O)C(/C=N/O)=N/Nc2ccc(F)cc2)cc1	-2	7%	-16%	u	11%	20%	-1%	-5%	18µM*
Cc1nc2cc(NCc3ccc(Cl)cc3)ccc2n1C	17	10%	u	-39%	i	0%	-15%	-1%	x
CCCCNC(=O)NS(=O)(=O)c1ccc(C(=O)OC(C)C)o1	10	-7%	-9%	1%	-9%	37%	-14%	5%	8%
Cc1ccc(S(=O)(=O)NC(=NC2CCCCC2)c2ccc(F)cc2)cc1	-1	-2%	-12%	9%	2%	19%	-9%	2%	10%
Cn1c(=O)c2c(nc(NCCc3ccccc3)n2Cc2ccccc2)n(C)c1=O	-2	1%	-23%	-7%	x	-1%	10%	-4%	-1%[59 µM]
CCOC(=O)c1c(-c2ccc(OC)cc2)oc2ccc(OCC(N)=O)cc12	8	-1%	-18%	4%	1%	33%	-1%	-5%	u
O=C(Nc1ccncc1)c1cncc(Br)c1	2	u	-20%	-29%	x	32%	1%	-3%	u
Cc1noc(C(=O)Nc2c(C)nn(Cc3ccccc3)c2C)c1Cl	1	-4%	-10%	-4%	1%	34%	-7%	-4%	u
